High-throughput results (PubChem)
STK33 inh: human STK33 kinase inhibition. purified STK33, MBP phosphorylation, ADP-Glo luminescence. 320,000 tested, 0.073% active. AID 2661. inhibition, % at 10 µM;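 active means inhibition at or above 25%, using the most active replicate where run in duplicate; inactive means inhibition below 25%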
Target sequence (Q9BYT3 whole entry, looked up): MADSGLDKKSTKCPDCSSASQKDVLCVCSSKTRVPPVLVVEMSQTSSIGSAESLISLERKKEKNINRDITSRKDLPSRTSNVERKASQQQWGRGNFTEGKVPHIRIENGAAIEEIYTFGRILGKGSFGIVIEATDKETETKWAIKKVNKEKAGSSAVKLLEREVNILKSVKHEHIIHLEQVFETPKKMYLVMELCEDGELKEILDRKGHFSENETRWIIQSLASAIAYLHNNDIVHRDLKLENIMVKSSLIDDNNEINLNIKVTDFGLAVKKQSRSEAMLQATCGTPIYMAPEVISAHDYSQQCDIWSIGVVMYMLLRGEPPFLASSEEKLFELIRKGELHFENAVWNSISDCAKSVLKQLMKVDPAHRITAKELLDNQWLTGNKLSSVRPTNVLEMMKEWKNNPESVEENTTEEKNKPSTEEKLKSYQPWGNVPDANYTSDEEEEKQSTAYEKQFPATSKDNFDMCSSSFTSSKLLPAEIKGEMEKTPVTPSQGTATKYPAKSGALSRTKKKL
Active calls of the source: *. Some of the compounds tested, so the mix of outcomes need not match the whole.

SMILES	STK33 inh
CC(=O)C[C@H](O)CC(=O)[C@H]1OC(=O)CCCCCCCc2ccccc21	1.1
Cc1ccc(NS(=O)(=O)c2ccc(C(=O)NCCN3CCOCC3)cc2)cc1	0.4
O=S(=O)(c1ccc(F)c(F)c1F)N1CCN(c2ncnc3sccc23)CC1	-0.2
O=C(CNC(=O)c1ccco1)NNC(=O)c1ccc(Br)cc1	-1.6
CCC1(C)NC(=O)N(CC(=O)NCC(=O)Nc2c(C)cc(C)cc2C)C1=O (stereo not drawn)	2.3
Cc1ccc(S(=O)(=O)N(C)C)cc1NC(=O)C1CCCCN1S(=O)(=O)c1ccccc1 (stereo not drawn)	-0.2
Cc1cccc(OC(C)C(=O)OCC(=O)N2CCN(c3ccccc3)CC2)c1 (stereo not drawn)	-0.8
CC(C)(C)c1ccc(S(=O)(=O)N2CCN(CC(=O)N3CC(=O)Nc4ccccc43)CC2)cc1	0.2
CCc1cc(C(=O)N2CCN(S(=O)(=O)c3ccc(Cl)cc3)CC2)sc1C	-1.2
COc1cc(Cl)c(C)cc1NC(=O)CN1CCN(C(=O)C2CC2)CC1	-0.8
C[C@]12c3[nH]c4ccccc4c3CCN1C(=O)C(CC(=O)NCC13CC4CC(CC(C4)C1)C3)C[C@@H]2C(=O)N1CCOCC1 (stereo partly drawn)	-2.8
Nc1nc2cc(S(=O)(=O)N3CCOCC3)ccc2o1	-1.5
COc1cccc2sc3cc(NCC[C@@H]4CCCN4C)ccc3c(=O)c12	4.1
COc1cc(C(=O)OCC(=O)c2ccc(S(=O)(=O)N3CCCCC3)cc2)cc(OC)c1OC	-0.2
COc1ccc(CCNC(=O)CSc2nc3scc(-c4ccccc4)c3c(=O)[nH]2)cc1	-1.1
Cc1ccc(C)c(-n2sc3ccc(F)cc3c2=O)c1	0.3
Cc1noc(C)c1C(=O)Nc1ccccc1N1CCCC1	4.6
CC(OC(=O)c1ccc(CN2CCCC2=O)cc1)C(=O)Nc1ccc(Cl)cc1 (stereo not drawn)	0.1
Cc1ccc(NC(=O)CN2C(=O)NC3(CCCCC3)C2=O)cc1S(=O)(=O)N1CCOCC1	1.1
CC(c1ccccc1)N1CC(C(=O)Nc2ccc(F)cc2)CC1=O (stereo not drawn)	-0.5
COCCN(CC(=O)Nc1cc(Cl)ccc1-n1cncn1)Cc1nc2ccccc2c(=O)[nH]1	-0.5
CN(Cc1ccccc1)C(=O)c1[nH]cnc1C(=O)Nc1nccs1	-1.6
Cc1nnc(SCC(=O)Nc2sccc2C(N)=O)s1	1.9
C=CCC[C@@H](Cc1ccc(F)cc1)C(=O)OC[C@H](Cc1c[nH]c2ccccc12)NC(=O)[C@@H](CC=C)CC(=O)N[C@H](CO)Cc1ccccc1	0.2
CCOC(=O)[C@@H]1[C@H]2COc3cc(OC)ccc3[C@@H]2N2C(=O)N(c3ccc(OC)cc3)C(=O)[C@@]12C	-1.1
O=C(CCc1nc2ccccc2c(=O)[nH]1)N1CCN(c2ccccc2Cl)CC1	0.4
O=C(c1n[nH]c2ccccc12)N1CCN(S(=O)(=O)c2ccc(Cl)cc2)CC1	0.2
CN(Cc1ccc(Cl)cc1)C(=O)COC(=O)CSc1ccc([N+](=O)[O-])cc1	-1.9
CCC(=O)N(c1nnc(SCC(=O)Nc2ccccc2Cl)s1)C1CC1	-0.2
CCN(C(=O)c1ccc2c(c1)OCO2)C12CC3CC(CC(C3)C1)C2	-1.9
COc1ccc(C(=O)N2CCN(S(=O)(=O)c3ccc(Br)cc3)CC2)cc1	0.6
Cc1ccc(S(=O)(=O)NC[C@H]2O[C@@H](n3cnc4c(N)ncnc43)[C@H](O)[C@@H]2O)s1	3.0
Cc1ccsc1C(=O)OCC(=O)NCc1ccccc1	-2.0
COc1ccc(NC(=O)CN(C)C2CCS(=O)(=O)C2)cc1 (stereo not drawn)	0.7
COc1ccc([C@H]2CC(=O)C=C(c3c(C)cc(C)cc3C)C2)cc1	-1.3
COc1ccc(S(=O)(=O)N2CCN(CC(=O)N3CCc4ccccc4C3)CC2)cc1OC	-1.2
O=C(CCCOc1ccccc1)NNC(=O)c1ccncc1	0.1
O=C(COc1ccccc1Cc1ccccc1)Nc1cccc(S(=O)(=O)N2CCOCC2)c1	-0.2
Cc1ccc(S(=O)(=O)NCC(=O)OCC(=O)N2CC(=O)Nc3ccccc32)cc1	-1.2
COc1ccc(SC[C@H](Cc2ccccc2)N2CC[C@@H](O)CCC2=O)cc1	-1.0
Cc1nc(SCC(=O)N2CCN(c3ccccn3)CC2)c(C#N)c(C)c1C	-0.3
CCC(C)N(C(=O)CSc1nnnn1-c1ccccc1OC)C1CCS(=O)(=O)C1 (stereo not drawn)	-0.8
O=C(OCCCc1cc2ccccc2c(=O)o1)c1ccccc1C(F)(F)F	-1.8
CCCN(CC(=O)Nc1ccccc1C)C(=O)CCCOc1ccc(Br)cc1	-1.4
O=S(=O)(Nc1ccccc1N1CCOCC1)c1ccccc1C(F)(F)F	-3.4
Cc1ccc(S(=O)(=O)N2CCC[C@H]2C(=O)Nc2ccccc2C)cc1	-0.7
CC1(C)CC(=O)C=C(c2cccc(O)c2)C1=O	-1.2
CCCCN1CC(=O)N2[C@H]3c4cc(C)ccc4OC[C@@H]3[C@H](C(=O)OCC)[C@]2(C)C1=O	0.6
O=C(COC(=O)c1ccc(S(=O)(=O)NCc2ccco2)cc1)NCc1ccc(F)cc1	-0.7
COc1ccc(C)cc1NC(=O)COC(=O)CCC(=O)c1cccs1	-0.1

Additional compounds.
SMILES	STK33 inh
C[C@H](NS(=O)(=O)c1ccccc1)C(=O)N1CCN(C(c2ccccc2)c2ccccc2)CC1	0.3
O=c1[nH]c(O)c(N=Nc2ccc(Cl)c(S(=O)(=O)Nc3ccccc3Cl)c2)c(=O)[nH]1	0.1
COc1ccc(NC(=O)N(C)C[C@@H]2Oc3ccc(NC(=O)NC(C)C)cc3CC(=O)N([C@H](C)CO)C[C@@H]2C)cc1	-1.2
CC1CCC2(CC1)NC(=O)N(NC(=O)c1cccs1)C2=O (stereo not drawn)	-0.7
Cc1ccc(NC(=O)CSc2nc(C)c(C)c(C)n2)cc1S(=O)(=O)N1CCOCC1	1.5
O=C(COC(=O)c1ccccc1O)Nc1cccc(S(=O)(=O)N2CCCC2)c1	-0.4
O=C(NCCc1ccc(C(F)(F)F)cc1)C1CC(=O)N(c2ccc3c(c2)OCCO3)C1 (stereo not drawn)	-0.2
COc1cccc(CNC(=O)c2ccc(NC(=O)CC3SC(N4CCCC4)=NC3=O)cc2)c1 (stereo not drawn)	-0.1
CCN(C(=O)CSc1ccccn1)C1CCCCC1	0.0
C=CC[C@@H](CC(=O)N[C@@H](CO)Cc1ccccc1)C(=O)N[C@@H](COC(=O)[C@H](CC=C)CC(=O)OC(C)(C)C)Cc1c[nH]c2ccccc12	-0.7

Sorted by SMILES length (high to low): part of the list above
SMILES	STK33 inh
COc1ccc(NC(=O)N(C)C[C@@H]2Oc3ccc(NC(=O)NC(C)C)cc3CC(=O)N([C@H](C)CO)C[C@@H]2C)cc1	-1.2
COc1cccc(CNC(=O)c2ccc(NC(=O)CC3SC(N4CCCC4)=NC3=O)cc2)c1 (stereo not drawn)	-0.1
Cc1ccc(NC(=O)CSc2nc(C)c(C)c(C)n2)cc1S(=O)(=O)N1CCOCC1	1.5
CCN(C(=O)CSc1ccccn1)C1CCCCC1	0.0

Next structures.
SMILES	STK33 inh
CC(C)NC(=O)c1ccc(NC(=O)CC2SC(N3CCCCC3)=NC2=O)cc1 (stereo not drawn)	-0.4
COc1ccc(CNC(=O)COC(=O)c2cccc(S(=O)(=O)N3CCOCC3)c2)cc1	0.7
COc1ccc(NC(=O)CN2C(=O)NC3(CCCc4ccccc43)C2=O)c(OC)c1 (stereo not drawn)	-1.2
Cc1ccc(CNC(=O)c2ccc(C)c(S(=O)(=O)N3CCCCC3)c2)cc1	-1.4
COc1ccc(N(C)S(=O)(=O)c2cccc(C(=O)Nc3nc(C)cs3)c2)cc1	0.0
Cc1ccccc1NC(=O)COC(=O)C1=COCCO1	0.0
O=C(NNC(=O)C1CCN(C(=O)Nc2ccccc2)CC1)c1ccc(F)cc1	-0.6
C[C@@H]1O[C@@H](OC[C@H]2O[C@@H](Oc3cc(O)c4c(=O)cc(-c5ccc(O)c(O)c5)oc4c3)[C@H](O)[C@@H](O)[C@@H]2O)[C@H](O)[C@H](O)[C@H]1O	4.6
CCc1ccccc1N1CC(C(=O)Nc2cc(S(=O)(=O)N3CCCC3)ccc2Cl)CC1=O (stereo not drawn)	0.9
CN(CC(=O)Nc1ccccc1C(F)(F)F)C(=O)CSc1nc(N)cc(N)n1	-0.7

2 consecutive entries already listed, for reference:
SMILES	STK33 inh
CCc1ccccc1N1CC(C(=O)Nc2cc(S(=O)(=O)N3CCCC3)ccc2Cl)CC1=O (stereo not drawn)	0.9
CN(CC(=O)Nc1ccccc1C(F)(F)F)C(=O)CSc1nc(N)cc(N)n1	-0.7

(further entries)
SMILES	STK33 inh
NC(=O)C1CCCN(C(=O)c2cccc(S(=O)(=O)N3CCCCCC3)c2)C1 (stereo not drawn)	0.0
O=C(COC(=O)c1n[nH]c(=O)c2ccccc12)NCc1ccccc1	-1.1
O=C(NS(=O)(=O)NC1CCCCC1)C1=C(N2CCCC2)COC1=O	-0.5
CC(C)(C)OC(=O)N1CCN(C(=O)c2[nH]cnc2C(=O)Nc2nccs2)CC1	-0.2
COc1ccc(CCNC(=O)CN2C(=O)C(=O)N(C3CCCC3)C2=O)cc1OC	-0.9
Cn1c(=O)c2c(ncn2CC(=O)Nc2cc(S(=O)(=O)N3CCCCC3)ccc2O)n(C)c1=O	1.1
O=C1CC(N2CCN(S(=O)(=O)c3ccc([N+](=O)[O-])cc3)CC2)C(=O)N1c1ccccc1F (stereo not drawn)	-0.9
O=C1COc2ccc(C(=O)COC(=O)c3ccccc3Cl)cc2N1	-0.9
COc1ccc(CN(C)C(=O)[C@H](Cc2ccccc2)NC(=O)c2ccco2)c(OC)c1	0.2
COc1ccc(S(=O)(=O)Nc2ccc3c(c2)C(=O)N([C@H](C)CO)C[C@H](C)[C@@H](CN(C)S(=O)(=O)c2ccc(F)cc2)O3)cc1	0.5
CC(C#N)(NC(=O)CN1CCN(S(=O)(=O)c2ccc(Br)cc2Cl)CC1)C1CC1 (stereo not drawn)	-0.5
CC1(C)NC(=O)N(CC(=O)N2CCN(S(=O)(=O)c3ccccc3F)CC2)C1=O	-1.2
CN(CC(=O)NCc1ccccc1)CC(=O)Nc1ccc(Cl)c(C(F)(F)F)c1	-0.2
N#Cc1cccc(S(=O)(=O)NCCOc2ccccc2F)c1	-0.2
COc1ccc(N2CCN(C(=O)CN3C(=O)NC4(CCCCC4C)C3=O)CC2)cc1 (stereo not drawn)	0.2
O=C(N[C@H]1C/C=C\C[C@@H](CC(=O)N(CCO)Cc2ccccc2)C(=O)N2CCC[C@H]2COC1=O)OCC1c2ccccc2-c2ccccc21	-0.5
COc1cc(N)c(Cl)cc1C(=O)OCC(=O)N1CCc2ccccc21	-0.4
Cc1cc(C)c(S(=O)(=O)N2CCN(C(=O)c3cc4ccccc4oc3=O)CC2)c(C)c1	0.0
COc1cccc(CN(C)C(=O)c2cc(S(=O)(=O)N3CCCC3)ccc2C)c1OC	-3.4
Cc1cc(C(=O)OCC(=O)NCCc2ccc(S(N)(=O)=O)cc2)c2ccccc2n1	-1.4
O=C(NCCOc1ccccc1)c1ccc2c(c1)S(=O)(=O)c1cc(Cl)ccc1C2=O	-0.3
CN(C(=O)Cn1nc(C(=O)O)c2ccccc2c1=O)C1CCCCC1	0.5
C/C(=C\c1cc2ccccc2o1)C1Nc2cccc3cccc(c23)N1	0.5
c1csc(CNc2ncnc3ccc(-c4ccc5c(c4)OCO5)cc23)c1	1.2
COc1ccccc1C(=O)NCCC(=O)NCC1COc2ccccc2O1 (stereo not drawn)	-0.4
CC(=O)C[C@@H](O)CC(=O)[C@H]1OC(=O)[C@H](C)CCCCc2ccccc21	-1.6
COc1cc(N)c(Cl)cc1C(=O)OCC(=O)N1CCCCCC1	-0.4
C[C@@H]1CN([C@@H](C)CO)C(=O)Cc2cc(NC(=O)C3CCCCC3)ccc2O[C@H]1CN(C)S(=O)(=O)c1ccccc1	2.5
CCCn1c(N)c(C(=O)CSc2nnc3n2CCCCC3)c(=O)n(C)c1=O	-1.6
CCN1C(=O)[C@H]2[C@@H](c3ccc(-c4cccc(Cl)c4)c(OC)c3)N3CCC[C@@]3(C(=O)OC)[C@H]2C1=O	-2.1

Entries from the list above containing a cyano group, in the order listed:
SMILES	STK33 inh
Cc1nc(SCC(=O)N2CCN(c3ccccn3)CC2)c(C#N)c(C)c1C	-0.3
CC(C#N)(NC(=O)CN1CCN(S(=O)(=O)c2ccc(Br)cc2Cl)CC1)C1CC1 (stereo not drawn)	-0.5
N#Cc1cccc(S(=O)(=O)NCCOc2ccccc2F)c1	-0.2

(list continues)
SMILES	STK33 inh
CC1CCCC(NC(=O)COc2ncnc3ccccc23)C1C (stereo not drawn)	4.6
Cc1ccccc1OCCC(=O)N(CC(C)C)c1c(N)n(Cc2ccccc2)c(=O)[nH]c1=O	0.8
CCCN(C(=O)/C=C/c1ccc(S(=O)(=O)N(CC)CC)cc1)C1CCS(=O)(=O)C1 (stereo not drawn)	0.7
CN(Cc1ccccc1)C(=O)c1ccc(NC(=O)Cc2cccc(NC(=O)C3CCN(C(=O)C4CC4)CC3)c2)cc1	-1.9
C=CCn1c(C)cc(C(=O)COC(=O)c2n[nH]c(=O)c3ccccc23)c1C	0.3
O=C(COC(=O)/C=C/c1ccc(Cl)c(Cl)c1)NC1CCS(=O)(=O)C1 (stereo not drawn)	0.0
CC(C)(C)c1ccccc1NC(=O)c1cc(-c2ccncc2)nc2ccccc12	0.4
CC(=O)c1ccc(NC(=O)C(C)Sc2nnc3ccccn23)cc1 (stereo not drawn)	-0.8
